CYP2C19 activ: activators of human cytochrome P450 2C19; 96,000 tested, under 10 active; AID 1025; activation factor at 5 µM; P33261; recombinant CYP2C19, luciferin-H EGE luminescence; active compounds read high; 0 = fully inhibited enzyme, 1 = untreated enzyme;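 active = activation factor of at least 2 at 5 µM in the primary screen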;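 also: 0 = wells with 2.5 mM tranylcypromine and 1 = vehicle-only wells; values of inactives mirror those of a sister screen read the other way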
CYP2C9 inhib: blocks human cytochrome P450 2C9 | P11712 | inhibition, % at 5 µM | hit rate 20% among 96,000 | CYP2C9 Supersomes, luciferin-H conversion, luminescence;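 active = blocking of liver enzyme CYP2C9 beyond about 50% at 5 µM, limit read from the data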; also: values of inactives mirror those of a sister screen read the other way
PTK2B oligo ant: blocks oligomerization of human Pyk2 in cells; Q293 cells, Pyk2 FERM NanoBiT luminescence; active compounds read low; Q14289; z-score (the deposit names both 25 µM and 10 µM); hit rate 0.83% among 99,000; AID 1347419;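 active = Z-score of -3 or lower, scaled per plate to the spread of control and sample wells; inactive = z-score above -3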;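 also: negative z-score means lost luminescence so less FERM oligomerization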
Target sequence (Q14289 whole entry, looked up): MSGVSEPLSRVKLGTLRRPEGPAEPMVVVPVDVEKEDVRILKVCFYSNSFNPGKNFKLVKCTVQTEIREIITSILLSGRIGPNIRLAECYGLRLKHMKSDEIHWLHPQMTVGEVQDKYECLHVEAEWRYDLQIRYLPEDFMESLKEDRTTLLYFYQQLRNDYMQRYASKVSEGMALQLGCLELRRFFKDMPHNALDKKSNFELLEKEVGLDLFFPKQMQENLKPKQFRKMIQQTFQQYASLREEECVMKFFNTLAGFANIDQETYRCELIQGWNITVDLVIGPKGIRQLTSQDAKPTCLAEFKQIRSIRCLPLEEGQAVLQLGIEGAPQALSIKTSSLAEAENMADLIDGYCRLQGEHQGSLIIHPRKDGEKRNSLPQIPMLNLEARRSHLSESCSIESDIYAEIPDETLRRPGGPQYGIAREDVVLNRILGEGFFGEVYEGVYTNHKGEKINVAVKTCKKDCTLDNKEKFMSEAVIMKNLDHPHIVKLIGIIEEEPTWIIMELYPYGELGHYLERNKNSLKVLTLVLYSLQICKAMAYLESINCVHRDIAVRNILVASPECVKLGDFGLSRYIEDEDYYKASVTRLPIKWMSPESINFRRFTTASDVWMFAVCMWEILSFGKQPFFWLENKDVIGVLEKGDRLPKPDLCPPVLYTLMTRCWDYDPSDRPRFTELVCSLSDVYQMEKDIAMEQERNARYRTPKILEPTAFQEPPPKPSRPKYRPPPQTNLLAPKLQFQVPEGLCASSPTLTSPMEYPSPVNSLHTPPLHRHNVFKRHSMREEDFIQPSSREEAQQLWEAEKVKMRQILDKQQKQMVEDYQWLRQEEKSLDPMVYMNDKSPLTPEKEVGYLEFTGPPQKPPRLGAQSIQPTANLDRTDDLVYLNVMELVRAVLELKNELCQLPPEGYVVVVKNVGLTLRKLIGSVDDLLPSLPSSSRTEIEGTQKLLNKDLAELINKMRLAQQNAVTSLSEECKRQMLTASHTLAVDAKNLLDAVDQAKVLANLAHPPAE
CD11b adhes enh: enhancers of human CD11b/CD18 binding to fibrinogen; P05107+P11215; K562 CD11b/CD18 adhesion to fibrinogen, ATPlite luminescence; activation, % at 10 µM; hit rate 0.07% among 93,000; AID 1499;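 active = 10 µM primary screen giving 50% or more activity, confirmed by 40% or more on retest at that dose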; also: strong numbers were not always called active; reference of the scale not given here
MT1-MMP txn act: MT1-MMP promoter transcription activation; hit rate 0.16% among 86,000; activation factor at 10 µM; HT1080 MT1-MMP promoter luciferase reporter, luminescence, overnight; active compounds read high; AID 750;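 active = activation factor of at least 2 for MT1-MMP transcription at 10 µM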
CD11b adhes inh: CD11b/CD18-fibrinogen binding inhibition. hit rate 0.54% among 93,000. AID 1497. K562 CD11b/CD18 adhesion to fibrinogen, ATPlite luminescence; Mn2+ added to activate the integrin. inhibition, % at 10 µM;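 active = primary inhibition of 50% or more at 10 µM, then 40% or more on retest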; also: some results filed as inactive read as strong as hits
CYP2C9 activ: increases human cytochrome P450 2C9 activity | recombinant CYP2C9, luciferin-H conversion, luminescence; active compounds read high; factor 1 = untreated enzyme, 0 = blocked | activation factor at 5 µM | hit rate 1.4% among 96,000;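 active = activation factor of 2 or more for CYP2C9 at a 5 µM dose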;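 also: 0 = sulfaphenazole-blocked wells and 1 = vehicle-only wells; values of inactives mirror those of a sister screen read the other way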
CYP2C19 inhib: human CYP2C19 inhibition. P33261. CYP2C19 Supersomes, luciferin-H EGE luminescence, 30 min. inhibition, % at 5 µM. hit rate 21% among 96,000;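 active = CYP2C19 inhibition above a set limit at 5 µM in the primary screen, cut at about 50% in these data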;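 also: plate controls were negative control wells for no effect and 2.5 mM tranylcypromine positive control for full effect; values of inactives mirror those of a sister screen read the other way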
PLAP act: activators of human placental alkaline phosphatase. P05187. purified PLAP enzyme, luminescent substrate read-out; active compounds read high. activation fold at 20 µM. hit rate 1.2% among 96,000. AID 696; in the data active = activation fold above about 2
Starred values were filed as active, the others as inactive; nt = no result given. An unsorted share of the library (roughly 31% active in at least one column).

CYP2C9 inhib	PTK2B oligo ant	CD11b adhes enh	CYP2C9 activ	CYP2C19 inhib	CD11b adhes inh	CYP2C19 activ	MT1-MMP txn act	canonical_smiles	PLAP act
-18	-0.55	4	1.2	13	3	0.9	1.2	O=C(NCc1cn2ccsc2n1)Nc1cccc(Cl)c1	1
-12	0.25	5	1.1	-10	27	1.1	1.1	CC1Cc2ccccc2N1C(=O)CSc1ncccc1C(=O)O (centres undefined)	1
48	1.1	6	0.5	10	-30	0.9	1.1	COC(=O)CCN1CCC(C(N)=O)CC1	0.8
2	-0.23	0	1	2	-6	1	1.7	COc1ccc2c(c1OC)C(=O)N1c3ccccc3SC21 (centres undefined)	1
24	-0.6	3	0.8	31	0	0.7	nt	O=C(NCc1cccnc1)/C(=C/c1ccc(-c2cccc(C(F)(F)F)c2)o1)NC(=O)c1ccccc1	1.1
63*	-0.87	nt	0.4	48	nt	0.5	nt	N#CC1=C(SCC(N)=O)NC2=C(C(=O)c3ccccc32)C1c1ccc(Cl)cc1 (centres undefined)	1.2
2	1.5	3	1	-11	1	1.1	1.1	Cc1ccc(-n2c(SCC(N)=O)nnc2-c2cccnc2)c(C)c1	1
-2	-0.26	-2	1	17	-11	0.8	nt	Cc1cc(C)n2ncc(C(=O)NCc3ccccc3)c2n1	0.9
63*	-2.1	-2	0.4	46	29	0.5	1.2	CCc1ccccc1N(C)C(=O)CCc1nc(-c2ccc(C)cc2)no1	1.8
88*	-0.02	-2	0.1	90*	1	0.1	1.1	CC(=O)c1cccc(NC(=O)N2CCCC2C(=O)Nc2cccc(C)c2C)c1 (centres undefined)	0.8
-2	0.93	4	1	1	-3	1	1.1	Cc1cc(C(=O)Nc2c(F)cc(F)cc2Br)c(C)o1	0.8
37	-0.95	0	0.6	20	19	0.8	nt	Oc1cccc(-c2nc3ccc4ccccc4c3c3c2CCC3)c1	1.7
6	nt	-1	0.9	3	-25	1	1.1	CCOC(=O)CSc1ccc2nnc(-c3cccnc3)n2n1	0.9
75*	0.2	nt	0.2	21	nt	0.8	1.2	COc1cc(-c2nnc(SCC(=O)Nc3ccc4c(c3)OCCO4)o2)cc(OC)c1OC	1.5
9	-0.88	-3	0.9	10	-38	0.9	nt	Cc1nn(-c2ccccc2)c(C)c1/C=N/N1CCN(c2ccccc2)CC1	1.3
-104	0.03	nt	2*	74*	nt	0.3	1.1	CCCCn1nnnc1SCC(=O)c1cc(Cl)ccc1OC	1.2
-7	1.6	-3	1.1	4	2	1	1.1	CCC(C)(C(=O)NC1CCCC1)N(C(=O)CC1NC(=O)NC1=O)c1ccc(C)cc1 (centres undefined)	1.2
32	0.33	nt	0.7	12	nt	0.9	1.1	O=C(CSC1=NCCS1)NCc1ccco1	1
54*	-0.63	6	0.5	13	-6	0.9	nt	Cc1ccc(/C(N)=N/OC(=O)c2cc(-c3ccccc3)nc3ccccc23)cc1	1
25	nt	-1	0.8	33	2	0.7	0.9	CC(C)CCCNc1nc(N2CCOCC2)nc(N2CCOCC2)n1	1.2
-8	0.04	4	1.1	0	-2	1	1	O=C(NCCNC(=O)C1CC2CCC1C2)C1CC2CCC1C2 (centres undefined)	0.9
-10	2	-2	1.1	-9	16	1.1	1.1	Cc1oc(-c2ccc(Cl)cc2)nc1CN1CCC(C(=O)NCc2cccnc2)CC1	1.7
60*	1.3	-3	0.4	22	13	0.8	1.3	Cc1cc(=O)[nH]c(SCC(=O)Nc2nc(-c3ccccc3)cs2)n1	1.2
73*	-0.49	-1	0.3	77*	-49	0.2	nt	C=CCOC(=O)/C(=C/c1ccco1)NC(=O)/C=C/c1ccccc1	1.1
-4	-0.02	13	1	36	-10	0.6	nt	Cc1cc(OCCN2CC(C)OC(C)C2)ccc1[N+](=O)[O-] (centres undefined)	1.2
22	0.34	nt	0.8	29	nt	0.7	nt	O=C(Nc1cccc(F)c1)OC(CN1CCCCC1)C(F)(F)F (centres undefined)	0.8
-3	0.67	nt	1	-10	nt	1.1	1	Cc1nn2c(C)nc3sc4c(c3c2nc1=O)CC(C)(C)OC4	0.9
52*	-1.4	nt	0.5	28	nt	0.7	nt	O=c1ccn(-c2cccc(C(F)(F)F)c2)nc1-c1ccn(-c2cccc(Cl)c2)n1	1.2
24	-1.1	1	0.8	9	2	0.9	1	CCN(C(=O)c1ccc(NC(C)=O)cc1)c1ccccc1	1.1
-13	-0.67	-5	1.1	2	1	1	0.9	CCOC(=O)CC1=NS(=O)(=O)c2ccccc2N1	1
68*	-0.19	64	0.3	20	0	0.8	1.1	N#CC1=C(SCC(=O)NC2CC2)NC(=O)C(C#N)C12CCCCC2 (centres undefined)	1.2
24	nt	-2	0.8	97*	20	0	nt	Cc1ccc(C)c(N2CCN(C(=O)C(Cc3ccccc3)n3cccc3)CC2)c1 (centres undefined)	1.2
10	-0.75	-2	0.9	-13	-12	1.1	nt	Cc1ccc(C)c(NC(=S)NC(NC(=O)/C=C/c2ccccc2)C(Cl)(Cl)Cl)c1 (centres undefined)	0.9
49	0.97	-2	0.5	8	-16	0.9	1.2	O=C(O)CCC(=O)NCc1ccc(F)cc1	1
35	-0.51	2	0.6	19	44	0.8	1.1	Cn1cc(C(=O)NCCN2CCN(c3cccc(Cl)c3)CC2)c2c3ccccc3n(C)c2c1=O	1.4
-17	nt	1	1.2	7	-10	0.9	1	CCS(=O)(=O)NCC(c1cccnc1)N1CCN(c2ccccc2OC)CC1 (centres undefined)	1
17	0.35	-1	0.8	28	4	0.7	1	CCOC(=O)c1c(C)[nH]c(C(=O)CN2CC(C)OC(C)C2)c1C (centres undefined)	1
57*	1.2	nt	0.4	26	nt	0.7	nt	COc1ccc(S(=O)(=O)n2ccc(-c3ccc(OCCN(C)c4ccccn4)cc3)n2)cc1	1.2
10	0.49	-4	0.9	-5	9	1.1	1.1	O=C(NCCCN1CCCCC1)c1ccc2c(=O)n(CCc3ccccc3)c(=O)[nH]c2c1	1.1
12	nt	3	0.9	73*	2	0.3	1.2	O=C(Cn1cccc1)N1CCN(c2ccc(F)cc2)CC1	0.9
89*	nt	-1	0.1	87*	-22	0.1	nt	O=C(c1cc(-c2ccccn2)nc2ccc(Br)cc12)N1CCc2ccccc2C1	1.4
-2	-0.44	-3	1	-5	-2	1.1	0.9	CCOc1c(C#N)c(C#N)c2nc(C)cc(C)n12	0.8
56*	-0.37	-4	0.4	6	10	0.9	1.2	C#CCSc1nnc(-c2ccccc2)c(=O)[nH]1	1
-3	-1.6	nt	1	-5	nt	1.1	1.2	COCCn1c(-c2ccc(OC)cc2)nc2oc3cc(OC)ccc3c(=O)c2c1=O	1.1
-35	-0.33	4	1.4	-13	-2	1.1	1	CCOC(=O)c1c(NC(=O)c2ccoc2C)sc(C)c1C	1
35	0.85	-7	0.7	29	-1	0.7	1.2	O=C(c1c(F)c(F)c(F)c(F)c1F)N1CCN(c2cccc(C(F)(F)F)c2)CC1	1.1
17	-0.22	-3	0.8	24	-10	0.8	1.2	CN(NC(=O)C(C)(C)C)c1nc(-c2ccccc2)nnc1C(F)(F)F	1.1
13	-1.2	nt	0.9	0	nt	1	1.3	CN1CCN(c2ccccc2NC(=O)c2cc3ccccc3o2)CC1	1.4
-6	0.8	2	1.1	-2	2	1	0.9	N=C1C(c2nc3ccccc3[nH]2)=C(O)CN1c1ccc(CC(=O)O)cc1	2.6*
17	-0.29	nt	0.8	42	nt	0.6	1.1	Cn1c(N)c(C(=O)CSc2ccc3c(c2)OCCO3)c(=O)n(C)c1=O	1
-19	-0.36	-1	1.2	19	-3	0.8	1	Cc1ccc(-n2ncc(C#N)c2/N=C/N(C)C)cc1	1
-7	-0.79	2	1.1	2	-5	1	1.2	Cc1cc(NC(=O)COc2ncnc3sc(C)c(C)c23)no1	0.9
10	nt	2	0.9	-12	-8	1.1	1	COc1ccc(C2CC(c3ccc(Cl)cc3Cl)Nc3nc(N)nn32)cc1OC (centres undefined)	1.5
15	nt	1	0.9	45	0	0.6	1.3	CCCC(=O)N=c1sc2cccc(F)c2n1C	0.8
2	1.1	-2	1	-7	-4	1.1	1.2	CC1CCC(C(=O)NC(C(=O)NCCN2CCC(C)CC2)C(C)C)CC1 (centres undefined)	1.6
10	1.2	4	0.9	20	-9	0.8	1	COc1ccc(C(=O)Nc2ccc(S(=O)(=O)Nc3nccnc3OC)cc2)cc1OC	1.3

(more compounds)
CYP2C9 inhib	PTK2B oligo ant	CD11b adhes enh	CYP2C9 activ	CYP2C19 inhib	CD11b adhes inh	CYP2C19 activ	MT1-MMP txn act	canonical_smiles	PLAP act
0	-0.55	0	1	-9	6	1.1	1.5	Cc1csc(NC(=O)c2cccc(C)c2C)n1	1
7	-0.53	6	0.9	5	4	0.9	nt	C/C=C/c1ccc(Oc2nnnn2-c2ccc(C(=O)O)cc2)c(OC)c1	1.1
-15	0.37	2	1.2	-20	-8	1.2	1	CCn1c(SCC(N)=O)nnc1-c1cc2c(C)nn(-c3ccccc3)c2s1	1.5
18	0.35	0	0.8	73*	-14	0.3	1.3	Cc1cc(C(=O)NCc2cccs2)cs1	1
28	-0.59	16	0.7	19	4	0.8	1.3	CCn1c(COc2ccc(C(C)C)cc2)nnc1SCC(=O)Nc1nccs1	1
34	0.92	0	0.7	19	10	0.8	1.2	COc1ccc(Cc2noc(-c3ccc(OC)c(OC)c3)n2)cc1OC	1.7
98*	-0.14	-4	0	100*	30	0	0.9	COc1ccccc1OCc1ccc(C(=O)Nc2ccncc2)o1	1.2
30	2.2	-2	0.7	5	11	1	nt	COc1ccc(-n2ncc(N(C)n3cccc3)c(Cl)c2=O)cc1	0.9
76*	1.2	4	0.2	65*	-35	0.4	nt	S=c1[nH]nc(CSCc2ccc(Cl)cc2Cl)n1-c1ccccc1	1.4
0	1.5	nt	1	-2	nt	1	1.2	O=C(CCCCCN1C(=O)c2ccccc2C1=O)NCc1ccccn1	1
-4	-0.17	0	1	11	-29	0.9	1	O=C(Nc1cccc(C(F)(F)F)c1)c1cccnc1N1CCN(CCO)CC1	1.3

Molecules shown so far containing a Cl atom (ten):
CYP2C9 inhib	PTK2B oligo ant	CD11b adhes enh	CYP2C9 activ	CYP2C19 inhib	CD11b adhes inh	CYP2C19 activ	MT1-MMP txn act	canonical_smiles	PLAP act
-18	-0.55	4	1.2	13	3	0.9	1.2	O=C(NCc1cn2ccsc2n1)Nc1cccc(Cl)c1	1
63*	-0.87	nt	0.4	48	nt	0.5	nt	N#CC1=C(SCC(N)=O)NC2=C(C(=O)c3ccccc32)C1c1ccc(Cl)cc1 (centres undefined)	1.2
-104	0.03	nt	2*	74*	nt	0.3	1.1	CCCCn1nnnc1SCC(=O)c1cc(Cl)ccc1OC	1.2
-10	2	-2	1.1	-9	16	1.1	1.1	Cc1oc(-c2ccc(Cl)cc2)nc1CN1CCC(C(=O)NCc2cccnc2)CC1	1.7
52*	-1.4	nt	0.5	28	nt	0.7	nt	O=c1ccn(-c2cccc(C(F)(F)F)c2)nc1-c1ccn(-c2cccc(Cl)c2)n1	1.2
10	-0.75	-2	0.9	-13	-12	1.1	nt	Cc1ccc(C)c(NC(=S)NC(NC(=O)/C=C/c2ccccc2)C(Cl)(Cl)Cl)c1 (centres undefined)	0.9
35	-0.51	2	0.6	19	44	0.8	1.1	Cn1cc(C(=O)NCCN2CCN(c3cccc(Cl)c3)CC2)c2c3ccccc3n(C)c2c1=O	1.4
10	nt	2	0.9	-12	-8	1.1	1	COc1ccc(C2CC(c3ccc(Cl)cc3Cl)Nc3nc(N)nn32)cc1OC (centres undefined)	1.5
30	2.2	-2	0.7	5	11	1	nt	COc1ccc(-n2ncc(N(C)n3cccc3)c(Cl)c2=O)cc1	0.9
76*	1.2	4	0.2	65*	-35	0.4	nt	S=c1[nH]nc(CSCc2ccc(Cl)cc2Cl)n1-c1ccccc1	1.4

Screens as filed in PubChem.
